Bioassay records: PubChem BioAssay, several laboratories
PRMT1 inh: PRMT1 methyltransferase inhibitors, primary screen, biochemical, fluorescence polarization | recombinant PRMT1, activity-based probe fluorescence polarization | inhibition, % at 2.79 µM | 1.3% of 370,000 active;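 active = inhibition above about 21% made by adding two undisclosed values, limit read from the data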
Target sequence (Q99873 whole entry, looked up): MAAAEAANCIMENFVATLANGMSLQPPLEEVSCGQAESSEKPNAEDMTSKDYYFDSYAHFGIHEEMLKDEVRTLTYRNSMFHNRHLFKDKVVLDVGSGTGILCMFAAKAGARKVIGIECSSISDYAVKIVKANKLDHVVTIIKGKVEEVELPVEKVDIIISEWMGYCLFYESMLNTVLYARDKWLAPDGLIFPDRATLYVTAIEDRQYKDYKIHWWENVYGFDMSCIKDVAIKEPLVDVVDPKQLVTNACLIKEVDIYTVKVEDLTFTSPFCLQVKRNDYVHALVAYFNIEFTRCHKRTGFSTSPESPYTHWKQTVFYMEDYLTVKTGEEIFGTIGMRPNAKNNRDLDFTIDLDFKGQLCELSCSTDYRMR
HTRA1 inh: HTRA1 serine protease inhibitors, primary screen, biochemical, fluorescence polarization, HTS | Q92743 | recombinant HTRA1, FP-rhodamine activity-based probe | inhibition, % at 5.96 µM | 0.5% of 340,000 active; in the data active = inhibition above about 36%;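 also: 0% = enzyme with DMSO and 100% = wells lacking enzyme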
TCR CD3 inh: inhibitors of human TCR-CD3 interaction, primary screen, biochemical, fluorescence, TAMRA-labeled TCR probe; inhibition, % at 9.4 µM; 0.37% of 360,000 active; AID 651800, 2012; in the data active = inhibition above about 19%;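 also: recombinant mutant TCR 2C K166C tagged with TAMRA read by polarization; 0% = receptor in buffer alone and 100% = receptor with positive control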
rCAG binder: binders of r(CAG) RNA repeats, primary screen, biochemical, fluorescence. r(CAG) RNA repeat, TO-PRO-1 dye displacement fluorescence. inhibition, % at 3 µM. 1.3% of 370,000 active;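 active = inhibition above the plate cutoff, the mean of all test compounds on that plate plus 3 SD, cut at about 35% in these data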;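 also: 0% = DMSO alone and 100% = 100 µM mitoxantrone as full dye displacement; higher means more dye released from RNA so lower well fluorescence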
Rev-erbA mod: modulators of Rev-erb alpha DNA binding, primary screen, biochemical, FITC-DNA, fluorescence polarization, uHTS; Nuclear receptor subfamily 1 group D member 1 (Homo sapiens), P20393; Rev-erbα–FITC-DNA binding, 90 min; activity, % at 10 µM; 0.79% of 370,000 active;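 active = activity above about 14%, limit read from the data; passing the limit was not always enough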;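 also: 0% = DMSO wells with 35 nM protein and 100% = DMSO wells with 750 nM protein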
mABHD4 FP: ABHD4 inhibitors, primary screen, biochemical, fluorescence polarization, mouse | (Lyso)-N-acylphosphatidylethanolamine lipase (Mus musculus), Q8VD66 | purified mABHD4, FP-Rh probe fluorescence polarization | inhibition, % at 8.92 µM | 0.54% of 370,000 active;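 active = inhibition exceeding the mean over every tested compound plus 3 SD, cut at about 30% in these data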;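 also: 0% = plate median of compound wells and 100% = S159A mutant with DMSO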
Target sequence (Q8VD66 whole entry, looked up): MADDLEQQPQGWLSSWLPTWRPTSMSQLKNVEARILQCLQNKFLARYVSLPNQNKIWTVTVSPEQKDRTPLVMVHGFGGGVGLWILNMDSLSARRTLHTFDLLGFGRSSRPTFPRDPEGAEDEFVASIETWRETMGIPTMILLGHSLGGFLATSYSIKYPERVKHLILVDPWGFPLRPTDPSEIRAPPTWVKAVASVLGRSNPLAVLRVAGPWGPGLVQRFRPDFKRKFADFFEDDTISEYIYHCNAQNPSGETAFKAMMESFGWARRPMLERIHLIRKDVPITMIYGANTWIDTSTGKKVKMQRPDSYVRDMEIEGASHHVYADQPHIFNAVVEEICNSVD
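Test system: mABHD4 protein; Read-out basis: % inhibition; Incubation: 45 min + 60 min at 25 °C; Repeats: single replicate; Technique: fluorescence polarization with parallel and perpendicular emission, 525/598 nm; Compound: 8.92 µM, single dose; Benchmarks: full inhibition S159A mutant plus DMSO, zero as sample-well median.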
SIAE inh: human SIAE inhibitors, primary screen, biochemical, fluorescence polarization, FP-Rh probe, 1536-well HTS. Sialate O-acetylesterase (Homo sapiens), Q9HAT2. SIAE FP-Rh probe binding. inhibition, % at 9.66 µM. 0.69% of 370,000 active. AID 1053197, 2014;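 active = inhibition above a cutoff: mean of compounds within the control limits plus 3 SD of those, cut at about 17% in these data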;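 also: 0% = plate median of compound wells and 100% = probe without SIAE protein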
PG9 Ab binder: binders of HIV-1 gp120 antibody PG9, primary screen, biochemical, TR-FRET | HIV-1 gp120 / PG9 antibody interaction | TR-FRET gp120-PG9 antibody binding | inhibition, % at 6.7 µM | 0.43% of 360,000 active | AID 624416, 2012; in the data active = inhibition above about 8.5%
TDP2 absorb: human TDP2 enzyme inhibitors, primary screen, biochemical, epi absorbance, recombinant enzyme. Tyrosyl-DNA phosphodiesterase 2 (Homo sapiens), O95551. T5PNP hydrolysis, p-nitrophenol absorbance 415 nm. inhibition, % at 12.8 µM. 0.34% of 370,000 active;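 active = inhibition above the mean of all tested compounds plus 3 SD, set per campaign, cut at about 25% in these data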;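 also: 0% = DMSO with enzyme and 100% = buffer with substrate but no TDP2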
Target sequence (O95551 whole entry, looked up): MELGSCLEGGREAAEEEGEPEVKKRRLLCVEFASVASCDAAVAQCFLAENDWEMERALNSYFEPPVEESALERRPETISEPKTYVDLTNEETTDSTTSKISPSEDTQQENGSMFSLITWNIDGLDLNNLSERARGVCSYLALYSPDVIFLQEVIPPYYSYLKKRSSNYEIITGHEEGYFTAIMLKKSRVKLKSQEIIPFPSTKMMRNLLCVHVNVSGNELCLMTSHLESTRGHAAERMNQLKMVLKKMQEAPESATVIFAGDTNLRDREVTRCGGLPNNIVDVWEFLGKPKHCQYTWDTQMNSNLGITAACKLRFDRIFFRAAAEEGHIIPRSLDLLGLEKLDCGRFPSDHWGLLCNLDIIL
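System – recombinant human TDP2 · Quantity – TDP2 enzyme at 120 nM final · Doses – single concentration, 12.8 µM nominal, with 1% DMSO · Incubation – 2 h at 37 °C · Measured by – epi absorbance of p-nitrophenol freed from T5PNP by hydrolysis · Read-out – % inhibition relative to enzyme-containing and enzyme-free wells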
LEDGF integ inh: blockers of LEDGF/p75-dependent integrase strand transfer – biochemical, TR-FRET, high throughput, primary screen. HIV-1 integrase (with human LEDGF/p75). inhibition, % at 3.7 µM. AID 743269, 2014. 0.64% of 370,000 active. TR-FRET IN-LEDGF/p75 DNA integration, Eu/Cy5;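 active = inhibition above the screen-wide mean plus 3 SD, cut at about 13% in these data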;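 also: signal is the Cy5 over europium emission ratio at 671 and 618 nm; 0% = plate median of compound wells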
Numbers without * were called inactive; . = no result given. This is a subset, so the mix of outcomes need not match the whole.

SMILES	PRMT1 inh	HTRA1 inh	TCR CD3 inh	rCAG binder	Rev-erbA mod	mABHD4 FP	SIAE inh	PG9 Ab binder	TDP2 absorb	LEDGF integ inh
CC1(C(=O)Nc2ccccc2Br)CCN1C(=O)Cc1ccccc1Cl (configuration not stated)	-2	.	6	2	-7	1	-4	-0.3	-4	-1
CC(C)(C)C(=O)Nc1cccc(C(=O)c2cccc(NC(=O)C(C)(C)C)c2)c1	-1	-7	2	-6	-4	0	-4	1.5	6	-3
O=C1c2cccnc2C(=O)N1Cc1ccc(F)cc1	2	3	-5	3	-3	-2	10	-2.1	-7	2
CC(=O)Nc1ccc(S(=O)(=O)N(C)CC(=O)OCC(=O)NC(C)C23CC4CC(CC(C4)C2)C3)cc1 (configuration not stated)	1	-5	7	-1	-4	-3	-2	-0.7	2	1
O=C1c2ccccc2C(Nc2ccc(Cl)cc2)N1CCN1CCOCC1 (configuration not stated)	1	-3	-3	2	-1	-1	-5	1.4	-3	3
O=C1C=CN2CCCCC2CC1 (configuration not stated)	4	8	6	6	0	3	6	-0.8	3	-1
CC(=O)Nc1ccc(NC(=O)c2ccccc2-n2cnnn2)cc1	1	1	-1	0	1	0	3	0.9	-2	0
FC(F)(F)c1nnc(-c2ccccc2)nc1Sc1ccccc1	0	2	-1	0	-4	7	6	-1.0	-10	0
Cc1ccc(OCc2ccc(C(=O)Nc3nccs3)o2)cc1C	0	-25	-1	3	1	-1	-8	0.4	4	-2
Cn1ccnc1SCC(=O)Nc1ccc(Oc2ccccc2)cc1	-3	0	10	0	2	2	9	1.0	-4	2
COc1ccc(Cl)cc1C(=O)NCc1ccco1	-3	6	-4	4	6	-12	-3	-1.7	-17	9
CN(Cc1cn(C)nc1-c1ccccc1F)Cc1nccn1C	3	3	-2	-2	1	2	-4	0.4	-6	-4
CN(c1ccccc1)S(=O)(=O)c1ccc(C(=O)NCc2ccc(F)cc2)cc1	1	-11	-2	0	-6	-3	-7	-0.5	1	-1
Cc1cc(C(=O)OCC(=O)Nc2cc(S(=O)(=O)N(C)C)ccc2Cl)c2ccccc2n1	0	-5	0	4	-2	0	3	0.5	3	-3
O=c1oc(/C=C/c2ccco2)nc2sc3c(c12)CCC3	15	13	8	25	-15	7	-1	-3.0	0	25*
COc1cccc(C(=O)/C=C/Nc2ccc(S(=O)(=O)Nc3nc(C)cc(C)n3)cc2)c1	3	-4	-4	29	-4	-5	-10	0.9	0	0
O=C1CC(N(Cc2ccco2)C(=O)Nc2ccc(F)cc2)C(=O)N1c1ccc(F)cc1 (configuration not stated)	-5	-10	6	2	3	-8	-1	-1.4	5	1
CC1(C)Cc2cccc(OCC(=O)Nc3ccc(OCC(N)=O)cc3)c2O1	1	5	2	-4	2	0	-2	-1.4	8	-3
O=C(CSc1ncn[nH]1)NCCc1ccc(Cl)cc1Cl	-4	6	4	2	1	-1	0	-0.6	8	2
Cc1ccc2cc(C#N)c(SCC(=O)NCC3CCCO3)nc2c1 (configuration not stated)	-1	6	10	-3	11	-1	0	-1.5	-2	1
C[C@@H]1CN([C@H](C)CO)C(=O)c2cc(NC(=O)Nc3ccc(F)cc3)ccc2O[C@@H](C)CCCCO[C@H]1CN(C)Cc1ccc(C(=O)O)cc1	0	5	-12	15	3	11	-3	-0.3	6	0
Cc1ccc(NC(=O)COC(=O)C2CCC(=O)N2)c(S(=O)(=O)N2CCOCC2)c1 (configuration not stated)	-5	-24	-14	0	-1	7	5	3.3	2	3
COc1cc(C(=O)NCc2ccc(S(N)(=O)=O)cc2)ccc1OCC(=O)Nc1cccc(C(F)(F)F)c1	-2	-14	3	6	15	-12	-22	0.9	-12	-6
COc1ccc(-c2nnn(CC(=O)N(CCCO)C(C(=O)NC3CCCC3)c3ccc(F)cc3)n2)cc1 (configuration not stated)	-3	-2	7	-5	-6	-2	-2	-1.5	10	0
COc1ccc(-n2c(SCC(=O)NCC3CCCO3)nc3c(c2=O)SCC3)cc1 (configuration not stated)	3	4	1	-1	0	-1	10	-1.8	8	-3
Carrying on.
SMILES	PRMT1 inh	HTRA1 inh	TCR CD3 inh	rCAG binder	Rev-erbA mod	mABHD4 FP	SIAE inh	PG9 Ab binder	TDP2 absorb	LEDGF integ inh
Cc1ccc(-c2nnc(SCC(=O)Nc3ccc4c(c3)OCCO4)n2-c2ccc(C)cc2)cc1	1	.	.	9	-8	2	2	.	-4	4
N#Cc1cccc(Cn2ccc3ccc(-c4ccc5ccn(Cc6cccc(C#N)c6)c5c4)cc32)c1	-4	.	.	9	59*	-2	-8	.	1	1
O=C(O)CSc1ccn(Cc2ccccc2)c1	-2	6	0	1	2	1	11	-1.0	5	2
COc1ccc(CCN(Cc2cc3cccc(C)c3[nH]c2=O)C(=O)N2CCCC2)cc1OC	-1	3	6	-8	3	2	-2	0.0	-3	0
Cc1nc2ccc(S(=O)(=O)NCC(=O)N(C)Cc3ccccc3)cc2s1	-4	8	7	-3	.	-4	-5	-0.2	8	5
Cc1nc2c(cc(Oc3ccc(S(=O)(=O)N4CCOCC4)cn3)c3ccsc32)s1	3	-2	7	12	-6	-13	-4	0.1	2	-2
COc1cccc(/C=N/NC(=S)NC2CC3CC2C2C=CCC32)c1O (configuration not stated)	-1	23	0	3	-6	14	-1	0.4	9	-2
CCn1cc(S(=O)(=O)CC(=O)Nc2ccc3c(c2)OCO3)c2ccccc21	4	-1	-7	4	-5	6	4	-1.0	-2	-5
COc1ccc(NC(=O)C2CCN(S(=O)(=O)c3ccc4c(c3)NC(=O)C(C)S4)CC2)cc1 (configuration not stated)	-2	-8	3	2	-2	-2	-13	-0.4	-16	1
Cc1noc(C)c1COc1cccc(C(=O)OC(C)C#N)c1 (configuration not stated)	-2	-6	5	-4	6	-5	-2	0.0	-9	-4
COC(=O)CCC(=O)Nc1ccc(N=Nc2ccccc2)cc1	5	-5	-3	10	.	2	-1	-1.4	-2	0
COc1ccc(OC)c(CN2CCN(C(=O)CCNC(=O)c3ccc(Br)cc3)CC2)c1	3	1	3	-10	10	3	8	3.0	-7	-3
CCOC(=O)C1C(=O)N(C(=O)c2ccc(OC)cc2)CC1c1ccccc1 (configuration not stated)	-2	1	7	-4	7	2	-8	-1.0	-1	-1
O=C(NCCCN1CCCC1)C1CCN(C(=O)c2cc3sccc3n2Cc2ccc(F)cc2)CC1	-2	-10	-4	-3	-2	2	-4	-0.4	1	2
COc1ccccc1CCC(=O)Nc1cccc(S(=O)(=O)N2CCCC2)c1	-1	-4	-8	-1	-3	-2	9	-1.6	1	2
O=C(NCCCN1CCCC1=O)c1cccs1	1	6	6	-1	-3	-4	1	-1.0	2	-1
CCCN(CCC)S(=O)(=O)c1ccc(C(=O)Nc2nnc(COC)o2)cc1	-3	2	2	10	2	-2	-2	-1.0	-5	0
Cc1ccc(S(=O)(=O)N2CCN(c3ncccn3)CC2)cc1C	-4	-13	0	-4	1	3	6	-0.3	8	4
C[C@@H]1CCCCO[C@H](CN(C)C(=O)C2CCCCC2)[C@@H](C)CN([C@H](C)CO)C(=O)c2cc(NS(=O)(=O)c3cccs3)ccc2O1	0	.	-2	6	1	-1	2	-1.7	3	-2
COc1ccc(-n2c(=S)[nH]c3cc(C(=O)Nc4cccc(C)c4)ccc3c2=O)cc1	-1	1	6	2	7	-7	1	-2.3	-2	4
Cc1ccccc1N(CC(=O)NCc1ccc2c(c1)OCO2)C(=O)C1CSC(=O)C1 (configuration not stated)	2	1	-2	3	6	4	-3	-0.6	-1	-8
CCOC(=O)Cn1nc(C)n(-c2ccc(C(C)C)cc2)c1=O	2	2	1	-3	-5	-5	-3	0.3	11	-2
COCCN1C=C(C(=O)OC)C(c2ccc3c(c2)OCO3)C(C(=O)OC)=C1	-3	3	-3	-3	-1	1	5	0.8	-9	2
Cc1ccc(NC(=O)NCCCN2CCCC2=O)cc1	1	-1	-6	1	-2	4	-1	2.4	4	0
CCCC(Oc1ccc(Br)cc1)c1nc2c3cc(OC)c(OC)cc3nc(=S)n2[nH]1 (configuration not stated)	-4	4	-2	4	47*	1	2	-0.1	-9	1
Going on with the list:
SMILES	PRMT1 inh	HTRA1 inh	TCR CD3 inh	rCAG binder	Rev-erbA mod	mABHD4 FP	SIAE inh	PG9 Ab binder	TDP2 absorb	LEDGF integ inh
CCn1c(CNC(=O)c2ccccc2F)cc2cc(C)ccc21	0	-12	-5	0	-6	-4	4	3.8	-9	0
CCOC(=O)Oc1ccc(/C=C2\N=C(C)OC2=O)cc1	-5	11	3	-1	8	-1	15	-0.3	6	4
O=C(NCc1ccc2c(c1)OCO2)C1CCC(CNc2c(N3CCCCC3)c(=O)c2=O)CC1 (configuration not stated)	1	0	1	0	-8	-3	0	-1.2	1	-4
O=C(Nc1ccc(F)cc1)Nc1ccc(NC(=O)c2ccccc2O)cc1	2	.	-7	8	11	-3	-3	-1.2	-13	-8
c1ccc2c(c1)OCC(c1nn3c(Cn4nnc5ccccc54)nnc3s1)O2 (configuration not stated)	4	0	-4	6	3	4	2	2.5	-3	1
CCCSc1nnc(NC(=O)Nc2ccc(F)cc2)s1	1	-13	0	26	9	-9	-4	-0.1	-4	3
CCN(c1ccccc1)c1cc2ccccc2c(=O)[nH]1	2	8	5	0	-4	7	8	-0.4	28*	12
CCc1cc2c(nc1CC)CCCN2CCOC	8	.	10	5	-9	2	-3	0.0	-1	0
CCCc1nnc(SCC(=O)Nc2ccc(C(=O)OCC)cc2)o1	1	6	-2	0	-3	3	-1	0.2	-1	1
COC(=O)CN1C(=O)[C@H]2[C@@H](c3ccc(C)o3)N3C(=O)CN(Cc4ccccc4)C(=O)[C@@]3(C)[C@H]2C1=O	5	-4	2	1	-2	-7	-1	1.0	-14	-4
Cc1nc(SCc2ccccc2)n[nH]1	5	1	-9	0	-2	1	-2	-0.6	-5	-7
O=C(CSc1nnc(-c2ccc(O)cc2)o1)Nc1cccc(O)c1	0	-10	5	6	-1	-8	-4	-1.9	11	1

Four entries picked at random from the list so far:
SMILES	PRMT1 inh	HTRA1 inh	TCR CD3 inh	rCAG binder	Rev-erbA mod	mABHD4 FP	SIAE inh	PG9 Ab binder	TDP2 absorb	LEDGF integ inh
O=C1CC(N(Cc2ccco2)C(=O)Nc2ccc(F)cc2)C(=O)N1c1ccc(F)cc1 (configuration not stated)	-5	-10	6	2	3	-8	-1	-1.4	5	1
Cc1cc(C(=O)OCC(=O)Nc2cc(S(=O)(=O)N(C)C)ccc2Cl)c2ccccc2n1	0	-5	0	4	-2	0	3	0.5	3	-3
O=C(NCCCN1CCCC1=O)c1cccs1	1	6	6	-1	-3	-4	1	-1.0	2	-1
COc1cccc(/C=N/NC(=S)NC2CC3CC2C2C=CCC32)c1O (configuration not stated)	-1	23	0	3	-6	14	-1	0.4	9	-2
